ELG1 repair inh: blocks ELG1-dependent DNA repair in HEK293T cells | Potency, µM (highest dose often 46.1 µM), inactives show top-dose activity change, negative = inhibition, actives largely listed as inhibitors | HEK293T ELG1-luciferase reporter, luminescence, 16 h; DNA damage induced by 5-fluorouridine | AID 504467 | 2.3% of 330,000 active; also: potency is read from the fitted curve at half-maximal effect; % is scaled to controls: 0 for no effect and ±100 for the full control effect; nearly all actives have a fitted effect of over 55% in size
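Step one: seed 2,000 cells per well. Step two: pin-transfer compound or DMSO alongside 5-fluorouridine. Step three: incubate 16 hr, 37 °C, 5% CO2. Step four: add ONE-Glo, wait 30 min, read luminescence.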
Mito fusion yeast: inhibitors of mitochondrial division or activators of mitochondrial fusion; S. cerevisiae fusion-defective mutant growth rescue, CellTiterGlo 48 h; Potency, µM (titrated, usually from 46.1 µM), for the others: at the highest dose growth rescue (activation), most hits filed as activators; 0.23% of 320,000 active; AID 485298;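 also: potency is read from the fitted curve at half-maximal effect; % of control where 0% means no effect; nearly all actives have a fitted effect of over 45% in size; temperature-sensitive fusion mutants such as fzo1-1 at 37 °C on non-fermentable ethanol glycerol medium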
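S. cerevisiae fusion-defective temperature-sensitive mutants (e.g. fzo1-1, mgm1-5) grown 48 h at 37C in YPEG (ethanol/glycerol non-fermentable) medium with 23 nl compound per well; growth rescue read as CellTiterGlo luminescence.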
NPC1 prom act: activators of NPC1 promoter; 2.4% of 320,000 active; Potency, µM (series often up to 9.22 µM), without a hit: at the top dose activation, most hits filed as activators; Huh7 NPC1 promoter luciferase reporter, 24 h;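 also: potency is read from the fitted curve at half-maximal effect; % of control where 0% means no effect; nearly all actives have a fitted effect of over 60% in size; reporter is driven by a mutant NPC1 promoter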
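Luciferase expression driven by the NPC1 promoter was measured in stably transfected Huh7 cells after a 24 h compound incubation, using a luciferase reagent and a luminescence read.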
PKM2 act: PKM2 (human) enzyme activation; purified PKM2, Kinase-Glo ATP luminescence, activation; response scale: 0% is enzyme alone, no compound; Potency, µM (titrated, usually from 57.5 µM), for inactives: top-dose activation, usual class: activators; 0.34% of 260,000 active; AID 1631; P14618; also: potency is read from the fitted curve at half-maximal effect; % is scaled to controls: 0 for no effect and ±100 for the full control effect; nearly all actives have a fitted effect of over 55% in size
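ATP formation by purified human PK-M2, quantified via coupled luciferase luminescence after 1 h at room temperature with 0.1 mM ADP and 0.5 mM PEP final.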
Rab9 prom act: activators of Rab9 promoter; Huh7 Rab9 promoter-luciferase reporter, luminescence, 24 h; Potency, µM (top dose mostly 9.22 µM), for the others: top-dose activation, negative = inhibition, most hits filed as activators; 2.8% of 320,000 active; also: potency is read from the fitted curve at half-maximal effect; % of control where 0% means no effect; nearly all actives have a fitted effect of over 60% in size
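Steps: seed 1500 Huh7 Rab9-luc cells per well, rest 2 h at 37 °C; add compound in DMSO; incubate 24 h; add luciferase reagent, 10 min ambient; read luminescence.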
RORg inh: blocks mouse ROR gamma transcriptional activity | Drosophila S2 Gal4-RORgamma UAS-luciferase reporter, 20 h | Potency, µM (top dose mostly 53.6 µM), for the others: at the highest dose activity change, negative = inhibition, usual class: inhibitors | 5.4% of 310,000 active; also: potency is read from the fitted curve at half-maximal effect; % is scaled to controls: 0 for no effect and ±100 for the full control effect; nearly all actives have a fitted effect of over 60% in size
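Stable Schneider cell line, Gal4 DNA-binding domain fused to ROR gamma, UAS-luciferase. Cmpd 1 hr RT → CuSO4 700 uM final → 20 hr RT → luciferase reagent 10 min → luminescence.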
MBNL1 CUG block: inhibitors of human MBNL1 binding to CUG repeat RNA; Potency, µM (titrated, usually from 57.5 µM), inactives show at the top dose activity change, negative = inhibition, actives largely listed as inhibitors; TR-FRET MBNL1-His/biotin-(CUG)12 binding, 665/545 ratio; Q9NR56; 0.036% of 280,000 active; active = well fitted inhibition curve with a large enough effect in the signal ratio, with a control signal flat, not every such curve was filed as active; inconclusive = small, poorly fitted or top-dose-only effect, or effect the other way, or a change in a side signal; inactive = no such curve, though single readings can be large or run the other way; the % refers to the signal ratio; also: potency is read from the fitted curve at half-maximal effect; % is scaled to controls: 0 for no effect and ±100 for the full control effect
Target sequence (Q9NR56 whole entry, looked up): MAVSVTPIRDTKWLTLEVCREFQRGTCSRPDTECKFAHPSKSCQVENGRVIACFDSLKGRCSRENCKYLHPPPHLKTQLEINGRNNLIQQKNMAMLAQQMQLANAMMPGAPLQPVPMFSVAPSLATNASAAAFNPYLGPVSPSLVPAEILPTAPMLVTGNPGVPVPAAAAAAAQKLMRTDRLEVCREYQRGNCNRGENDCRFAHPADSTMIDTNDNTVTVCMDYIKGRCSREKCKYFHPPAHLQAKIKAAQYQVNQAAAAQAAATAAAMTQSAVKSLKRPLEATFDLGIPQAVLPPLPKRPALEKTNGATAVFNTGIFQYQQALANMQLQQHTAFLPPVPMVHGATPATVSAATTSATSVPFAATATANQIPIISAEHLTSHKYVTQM
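Compounds (final 92 nM to 58 uM) are added to His-tagged MBNL1 and biotin-(CUG)12, then terbium anti-His antibody and streptavidin-XL665 (5 nM final). After 60 min at room temperature, the 665/545 nm ratio is read.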
FLuc counter: firefly luciferase modulation, counter-screen for miR-21 project. P08659. 6.9% of 360,000 active. purified FLuc, Km substrates, luminescence inhibition. Potency, µM (titrated, usually from 57.5 µM), for the others: top-dose activity change, negative = inhibition, usual class: inhibitors;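 also: potency is read from the fitted curve at half-maximal effect; plate controls were vehicle for no effect and reference inhibitor for full effect; nearly all actives have a fitted effect of over 55% in size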
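Purified P. pyralis luciferase, 10 nM final, with Km-level 10 uM D-luciferin and 10 uM ATP in 50 mM Tris acetate pH 7.5, 10 mM Mg acetate, 0.01% Tween-20, 0.05% BSA; 6-point qHTS titration about 60 µM downward; luminescence read.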
VP16 counter: counter-screen for ROR gamma inhibitors: Gal4-VP16 reporter. Drosophila S2 Gal4-VP16 UAS-luciferase, luminescence, 20 h. Potency, µM (series often up to 53.6 µM), for inactives: at the highest dose activity, negative = inhibition, hits mostly inhibitors. 3.5% of 310,000 active. AID 2546;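 also: Gal4-VP16 expression switched on by copper sulfate through the metallothionein promoter; potency is read from the fitted curve at half-maximal effect; % is scaled to controls: 0 for no effect and ±100 for the full control effect; nearly all actives have a fitted effect of over 50% in size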
Menin-MLL TR inh: menin-MLL binding inhibition, Texas Red mutant peptide | O00255 | Menin + Texas Red MLL mutant peptide, fluorescence polarization | Potency, µM (doses to about 61.6 µM), inactives show at the top dose FP activity change, negative = inhibition, hits mostly inhibitors | 0.23% of 270,000 active; active = well fitted inhibition curve with a large enough effect in the polarisation, with a control signal flat, not every such curve was filed as active; inconclusive = small, poorly fitted or top-dose-only effect, or effect the other way, or a change in a side signal; inactive = no such curve, though single readings can be large or run the other way; the % refers to the polarisation; also: potency is read from the fitted curve at half-maximal effect; % of control where 0% means no effect; many of its hits are not listed in these tables
Target sequence (O00255 whole entry, looked up): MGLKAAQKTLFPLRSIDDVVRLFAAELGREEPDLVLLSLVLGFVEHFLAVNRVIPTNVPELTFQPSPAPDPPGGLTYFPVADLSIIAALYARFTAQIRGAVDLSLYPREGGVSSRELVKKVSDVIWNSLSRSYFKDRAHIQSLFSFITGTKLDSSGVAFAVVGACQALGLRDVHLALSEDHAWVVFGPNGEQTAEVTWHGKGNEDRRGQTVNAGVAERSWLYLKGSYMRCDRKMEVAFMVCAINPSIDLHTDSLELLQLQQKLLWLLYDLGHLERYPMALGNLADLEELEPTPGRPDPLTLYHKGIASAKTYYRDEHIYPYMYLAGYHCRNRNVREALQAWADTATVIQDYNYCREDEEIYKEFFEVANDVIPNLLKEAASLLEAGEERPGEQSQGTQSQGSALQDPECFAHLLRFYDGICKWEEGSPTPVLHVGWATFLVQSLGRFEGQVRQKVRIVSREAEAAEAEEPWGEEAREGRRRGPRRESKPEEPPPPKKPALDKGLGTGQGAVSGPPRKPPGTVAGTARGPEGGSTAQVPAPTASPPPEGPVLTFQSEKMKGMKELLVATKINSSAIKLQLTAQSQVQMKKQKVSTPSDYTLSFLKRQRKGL
KCNH2 3.1 block: KCNH2 3.1 (human) potassium channel inhibition | U2OS KCNH2 3.1, thallium flux FluxOr; hits give low values | activity change, % (tested at about 1.8 µM) | 0.95% of 340,000 active | AID 720553;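 active = maximum activity change below -70%; inconclusive = maximum activity change from -70% to -50%; inactive = maximum activity change above -50%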;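 also: thallium influx rate constant from kinetic fluorescence after stimulation buffer; % is scaled to controls: 0 for no effect and ±100 for the full control effect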
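We transduce U2OS cells with the mutant 3.1 virus, culture them overnight, load FluxOr with Red40 quencher for 45 min, then add stimulation buffer and read kinetically for 2 min to derive a normalized rate constant.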
Numbers without * were called inactive; ? = inconclusive; / = no result given; [ ] = remark or other dose. Unless noted, calls follow the shape of the dose curve; as a rule, active = well fitted curve in the direction sought with a large enough effect; inconclusive = small, poorly fitted or top-dose-only effect, or another doubt; inactive = no such curve, though single readings can be large; an effect the other way counts as inactive or inconclusive. Only part of the results is shown (hit frequency here may not be typical).

Compound	MBNL1 CUG block	FLuc counter	VP16 counter	Mito fusion yeast	KCNH2 3.1 block	NPC1 prom act	RORg inh	Menin-MLL TR inh	PKM2 act	Rab9 prom act	ELG1 repair inh
CCc1cccc(CC)c1NC(=S)Nc1ccccc1	2%	-1%	?	-8%	/	1%	13µM*	11%	2%	-3%	-4%
COc1cccc(C(=O)NC2CCCN(C3Cc4ccccc4C3)C2)c1OC (stereo unspecified)	3%	2%	5%	-7%	-7	0%	2%	?	/	-8%	?
CCCS(=O)(=O)Nc1cccc(-c2cn3c(n2)SCC3)c1	-2%	-2%	-4%	-1%	-9	-2%	0%	?	13%[0.46 µM]	0%	?
Cc1ccc(S(=O)(=O)N2CCN(C(=O)CCC(=O)NCc3ccc(F)cc3)CC2)cc1	/	4%	0%	-3%	-14	-2%	13%	3%	8%	-6%	2%
Cc1cc(C)n(Cc2n[nH]c(=S)n2Cc2ccccc2)n1	10%	4%	?	-3%	-2	-2%	11µM*	24%	-8%	1%	12%
COc1ccc([N+](=O)[O-])cc1N(CC(=O)Nc1ccccc1C(=O)N1CCCC1)S(C)(=O)=O	-1%	0%	-6%	2%	-10	-2%	-16%	-6%	2%	-3%	8%
O=C(C1CCN(S(=O)(=O)N2CCC3(CC2)OCCO3)CC1)N1CCc2ccccc2C1	5%	-1%	-4%	-2%	-8	-6%	1%	-7%	-1%	-5%	?
Cc1nn(C)c(C)c1NC(=O)c1ccc(Br)o1	-13%	-3%	-1%	16%	10	-8%	-2%	-7%	-2%	4%	11%
O=C(Nc1ccc2c(c1)OCCO2)c1cncc(Br)c1	-9%	4.8µM*	-13%	-4%	-9	3.5µM*	?	5%	0%	1.4µM*	?
CCN(CC)S(=O)(=O)c1ccc(C)c(C)c1	-9%	1%	-5%	-1%	-11	-2%	?	2%	3%	-3%	1%
Cc1cc2ncn(-c3ncccc3[N+](=O)[O-])c2cc1C	?	-19%	6%	-14%	-14	1%	?	-10%	10%	-4%	1%
O=C(c1ccccc1)c1cc([N+](=O)[O-])ccc1N1CCCC1	?	4%	5%	?	2	-5%	30%	-8%	3%	-6%	12%
COc1ccccc1Nc1nc(NCC(C)C)nc(N)c1[N+](=O)[O-]	6%	-5%	-3%	?	5	-3%	-21%	/	-4%	-10%	8.2µM*
CCOC(=O)c1[nH]c2ccc(OC)cc2c1NC(=O)N1CCOCC1	9%	5%	8%	-1%	-5	0%	17%	8%	2%	-6%	12%
COc1cccc(C2=NOC(C(=O)NCc3ccco3)C2)c1 (stereo unspecified)	7%	-11%	-7%	-1%	17	7%	10%	-2%	1%	1%	41%
COC(=O)c1cc(=O)nc2sccn12	11%	0%	12%	-1%	25	-3%	0%	-3%	-7%	0%	6%
Cc1cccc(C)c1NC(=S)N(Cc1ccccc1)Cc1cccnc1	-10%	1%	12%	-7%	3	-2%	?	-2%	1%	-1%	?
CCOC(=O)c1sc(NC(=O)c2sccc2C)cc1C	20%	1.7µM*	-5%	1%	2	0.63µM*	?	?	-42%	0.56µM*	?
COc1ccc(C2C=C(c3ccc(Br)s3)Nc3ncnn32)cc1OC (stereo unspecified)	?	-20%	-2%[0.365 µM]	0%	/	-25%	-112%	15%	6%	-25%	?
CC(NC(=O)c1ccc(N(C)C)c([N+](=O)[O-])c1)c1ccc(-n2ccnc2)cc1 (stereo unspecified)	?	3%	-26%	1%	-5	-2%	?	/	1%	0%	-12%
c1ccc2c(C3CCO3)cccc2c1 (stereo unspecified)	/	12%	/	-6%	11	-2%	/	/	/	3%	0%
COCC(C)NC(=S)NC(=O)c1cc(S(=O)(=O)N2CCOCC2)ccc1C (stereo unspecified)	-8%	3%	-16%	3%	-4	-5%	-29%	-11%	-6%	-7%	-26%
CC(C)=CCN1CCN(Cc2cccn2-c2nccs2)CC1CCO (stereo unspecified)	-9%	-2%	3%	-7%	3	0%	-10%	1%	-13%	1%	-1%
Cc1nn2c3ccccc3n(C)c2nc1=O	-9%	1%	-6%	-2%	-4	-8%	-9%	-2%	-4%	-5%	3%
O=C(NCCN1CCOCC1)c1c(Cl)cccc1Cl	-8%	4%	-5%	-1%	2	-3%	-12%	-4%	-5%	1%	27%
Cn1c(SCC(=O)N2c3ccccc3Sc3ccc(Cl)cc32)nnc1-c1ccco1	6%	1%	-13%	?	-3	-2%	37%	-11%	-9%	0%	18µM*
CCc1ccccc1NC(=O)C1CCN(C(=O)c2ccc([N+](=O)[O-])cc2)CC1	?	-2%	-2%	-2%	/	-5%	18%	-2%	4%	-2%	10%
Cc1ccc2c(c1)N(Cc1ccc3c(c1)OCO3)C(=O)C(C)O2 (stereo unspecified)	-5%	3%	13%	-14%	-6	2%	-1%	-21%	-3%	-4%	-6%
COc1cc(OC)cc(C(=O)OCC(=O)NCc2ccco2)c1	/	5%	/	3%	6	-1%	/	/	/	0%	0%
COC(=O)c1ccccc1NC(=O)COC(=O)/C=C/c1ccco1	-3%	2%	5%	-5%	0	21%	-8%	20%	-3%	14%	2%
CC1CCN(C(=O)c2ccccc2NC(=O)Nc2ccccc2)CC1	-2%	-1%	-11%	0%	4	3%	7%	/	/	3%	16%
Cc1[nH]c2ccccc2c1C(=O)CSc1ccc(F)cc1	53%[activator]	-11%	2%	6%	-1	11%	14%	-28%	1%	29%	?
CC(C)Cc1cc(CN2CCCC(CO)(Cc3cccc(Cl)c3)C2)[nH]n1 (stereo unspecified)	2%	-1%	5%	-8%	?	-4%	-32%	?	1%	-18%	-4%
CCOC(=O)c1c(NC(=O)c2cccc([N+](=O)[O-])c2C(=O)O)sc2c1CCCC2	?	-1%	6%	-3%	18	0%	7%	28%	/	0%	-10%
O=C(COC(=O)c1ccc(F)cc1)NCCc1ccc(F)cc1	/	-6%	3%	-3%	-3	-12%	-1%	-8%	-6%	5%	13%
Cc1ccc(-c2nnc(SCC(=O)N3CCCc4ccccc43)n2N)cc1	3%	3%	0%	12%	-2	2%	28%	-9%	-3%	-10%	?
O=C(COC(=O)c1c[nH]c2ccccc12)Nc1ccc([N+](=O)[O-])cc1	/	-1%	/	0%	6	-1%	/	/	/	-3%	?
Cc1nc(N)sc1-c1csc(Nc2cccc(O)c2)n1	?	11µM*	3%	-3%	4	3.5µM*	-24%	?	4%[11.5 µM]	4%	-27%
COc1ccc(Cl)cc1N(C(=O)c1ccco1)C(C(=O)NC1CCCC1)c1ccncc1 (stereo unspecified)	-1%	3%	-1%	-9%	-2	-4%	1%	/	/	-5%	0%
Cc1ccc(S(=O)(=O)N(C)C)cc1NC(=O)CN1C(=O)NC(Cc2c[nH]c3ccccc23)C1=O (stereo unspecified)	-7%	1%	-6%	3%	15	-7%	20%	/	-3%	0%	1%
Cc1cccc(C(=O)C2CCN(S(=O)(=O)c3ccc(C(=O)O)cc3)CC2)c1	0%	0%	4%	0%	-18	-3%	-2%	/	/	-3%	-12%
CC1CCCC(C)N1C(=O)Nc1cccc(Cl)c1 (stereo unspecified)	3%	6%	3%	-1%	14	-3%	0%	23%	-2%	1%	11%
COc1ccc(NC(=O)C2C3C=CC4(O3)C2C(=O)N(CCN2CCCCC2)C4C(=O)NC2CCCCC2)cc1 (stereo unspecified)	0%	0%	15%	-1%	-3	1%	-1%	-10%	/	6%	17%
CC1CC(C)CN(C(=O)C2CCCN(c3ncnc4c3nc3n4CCCCC3)C2)C1 (stereo unspecified)	-1%	-1%	-11%	7%	-12	-4%	28%	?	1%	-4%	-17%
COc1ccc(S(=O)(=O)N(C)C)cc1NCC(=O)Nc1ccc(Br)cc1F	/	0%	-17%	6%	12	5%	-6%	1%	-16%	1%	?
CCOc1ccc(NC(=O)c2cccnc2Cl)c([N+](=O)[O-])c1	?	0%	17%	-18%	-21	1%	18%	1%	0%	2%	7%

Screening data as filed in PubChem.
